phage Ecoli inh – E. coli growth loss with phage present; growth absorbance; inhibition, % at 11.9 µM; actives 0.26% (n = 360,000); AID 651602; in the data active = inhibition above about 11%
Active calls of the source: *.

phage Ecoli inh	Structure
2.4	COC(=O)[C@]12C[C@H](CC(=O)N3CCN(C(=O)C4CC4)CC3)C(=O)N(Cc3ccccc3)C1=C[C@H](C(C)C)O[C@@H]2C1CC1
2.3	CC(C)c1cccc(-c2csc(C(O)c3cccc(Cl)c3)n2)c1 (centres undefined)
3.4	CC(C)C(=O)N1CCC1(C)C(=O)Nc1ccc2cn[nH]c2c1 (centres undefined)
-2.5	O=C(NC1CCCC1)[C@@H]1CCCN1C(=O)[C@@H](NS(=O)(=O)c1ccc(F)cc1F)c1ccccc1
5.7	CN1CCN(C2CN(Cc3cn(Cc4ccccc4F)nn3)S(=O)(=O)C2)CC1 (centres undefined)
3.8	COc1ccc2c(c1)C(NC(=O)C(F)(F)F)CC21CCCCC1 (centres undefined)
-1.2	COC(=O)C1(C(=O)OC)C/C=C\CCN(S(=O)(=O)c2ccccc2[N+](=O)[O-])CC1
3.0	COc1cccc(C(O)c2nc(-c3ccncc3)cs2)c1 (centres undefined)
-0.2	CC1=C(C(=O)N(C)C)CC(CC(=O)NC2CCCCC2)C(=O)N1Cc1ccc(F)cc1 (centres undefined)
2.4	CC(C)NC(=O)c1ccc2sc([C@@H]3O[C@H](CO)[C@H](O)[C@H](O)[C@H]3O)nc2c1

Remaining list, next part.
phage Ecoli inh	Structure
2.6	COC(=O)[C@]12CCCCC=C1N(Cc1ccco1)C(=O)[C@H](CC(=O)N1CCN(C(=O)C3CC3)CC1)C2
1.7	Cc1ccc2nc(-c3cccc(Cl)c3)c(Cc3cccc(F)c3)n2c1
4.4	CN1CCN(c2ccc(CNC(=O)C3(C)Cc4c(-c5ccc(C(N)=O)cc5)ccnc4O3)cc2)CC1 (centres undefined)
2.0	CC(C)(C(=O)N1CCC1(C)C(=O)NS(=O)(=O)c1ccc(Cl)s1)c1ccccc1 (centres undefined)
0.1	O=C(Nc1ccccc1)c1cc(C2CCCN(C(=O)c3cccs3)C2)on1 (centres undefined)
-1.5	C[C@H](CO)N1C[C@H](C)[C@H](CN(C)C(=O)NC2CCCCC2)OCc2cnnn2CCCC1=O
1.4	Cc1ccsc1C(=O)N1CCC1(C)C(=O)Nc1ccc2c(c1)OCCO2 (centres undefined)
4.2	O=C(CC[C@H]1O[C@@H](n2cnc3c(NC(=O)c4ccccc4)ncnc32)[C@H](O)[C@@H]1O)NCC(c1ccccc1)c1ccccc1
2.0	O=C(Nc1cccc(Cc2ccccc2)c1)Nc1cccc2[nH]c([C@@H]3O[C@H](CO)[C@@H](O)[C@H](O)[C@H]3O)nc12
1.2	Cc1ccc(-c2nc3ccc(Br)cn3c2Cc2ccccc2C(F)(F)F)cc1

Continuation:
phage Ecoli inh	Structure
0.9	CCc1nc2c(OCc3ccc(F)c(F)c3)cccn2c1N(C)C(=O)c1ccco1
4.8	O=C(Nc1nnc([C@H]2C[C@H](O)[C@@H](CO)O2)s1)c1ccccc1F
1.2	O=C1c2ccccc2C(c2nnnn2-c2ccc3ccccc3c2)N1C1CC1 (centres undefined)
3.2	COc1ccc(CNC(=O)c2ccc(-c3cnn(C)c3)c3ccoc23)cc1OC
2.6	COc1ccccc1Cc1c(-c2ccc(F)cc2)nc2ccc(C)cn12
1.7	Cc1cnc2ccc(F)cc2c1
3.1	OC[C@@H]1CN(Cc2ccc(-c3ccccc3)cc2)C[C@H](n2cnc3c(Nc4ccccc4)ncnc32)O1
3.9	CN(CCc1ccccc1)c1cc2c(c3c1ccn3C)C1CCC2O1 (centres undefined)
3.4	N#Cc1ccc(-c2nc3cc(C#N)c(C#N)cc3nc2-c2ccccc2)cc1C#N
1.6	OC[C@@H]1CN(Cc2ccc(Cl)cc2)C[C@H](n2cnc3c(NC4CCCC4)ncnc32)O1

Next part:
phage Ecoli inh	Structure
0.5	CC(=O)CC1c2cc(F)ccc2C=C(c2ccsc2)N1c1ccc(C#CC2(O)CCCCC2)cc1 (centres undefined)
0.5	Cn1ccc2c(N3c4ccccc4CCc4ccccc43)cc3c(c21)C1CCC3O1 (centres undefined)
3.1	CCOc1cc(-n2nc(C)c(C#N)c2N)nc(SC)n1
-1.3	COc1cccc(CNC(=O)[C@@H]2CCCN2C(=O)[C@@H]2CCCN2C(=O)c2ccccc2)c1
2.0	COc1ccccc1-c1ncn(Cc2cccc(-c3ccccc3)c2)c1CC(C)C
0.9	O=C(NCC1CC1)c1csc(COCCO)n1
1.6	COc1cc(CN2C[C@@H](CO)O[C@@H](n3cnc4c(NC5CCCC5)ncnc43)C2)cc(OC)c1OC
3.4	C[C@H](CO)N1C[C@H](C)[C@@H](CN(C)C(=O)C2CC2)OCc2cn(nn2)CCCC1=O
1.4	O=C(NCc1ccccc1)C1Cc2c(-c3ccc(Cl)cc3)ccnc2O1 (centres undefined)
-0.5	CCOc1cc(OCC)cc(C(=O)N2CCC[C@H]2C(=O)N2CCC[C@H]2C(=O)NCc2ccccn2)c1

(list continues)
phage Ecoli inh	Structure
-2.5	Cc1ccc(CNC(=O)C2(C)CCN2C(=O)Cc2ccc(-c3ccccc3)cc2)cc1 (centres undefined)
0.2	COc1ccc(-c2nc3ccc(C)cn3c2Cc2cccc(F)c2)cc1OC
2.7	Cc1ccc2cc(NC(=O)C3(C)CCN(C)C3)ccc2n1 (centres undefined)
3.9	CCOC(=O)[C@]12CCC=C1N(Cc1cccc3ccccc13)C(=O)[C@H](CC(=O)NCC1CCCCC1)C2
3.1	CC(C)NC(=O)C1(C)CCN1C(=O)c1ccccc1 (centres undefined)
2.2	CC(=O)Nc1cccc(-c2ccnc3c2CC(C)(C(=O)Nc2cccc(NS(C)(=O)=O)c2)O3)c1 (centres undefined)
1.5	O=C1NC[C@H](CCCCN2CCN(Cc3ccccc3)C(=O)C2=O)N(CCc2ccccc2)C1=O
1.6	O=Nc1ccc(Br)cn1
-1.1	COc1ccc(-c2cc3nc(NCc4ccc(N(C)C)cc4)n(C)c(=O)c3s2)cc1OC
1.2	c1ccc(COc2cccc(-c3cc4nc(NCCc5ccncc5)ccn4n3)c2)cc1

A section from further up, as a working copy:
phage Ecoli inh	Structure
-2.5	Cc1ccc(CNC(=O)C2(C)CCN2C(=O)Cc2ccc(-c3ccccc3)cc2)cc1 (centres undefined)
0.2	COc1ccc(-c2nc3ccc(C)cn3c2Cc2cccc(F)c2)cc1OC

Following part
phage Ecoli inh	Structure
2.9	O=C1CCCC2=C1[C@@]1(O[C@H]3C=CC=CN23)C(=O)N(c2ccccc2)c2ccccc21
4.4	COc1ccc(C(O)c2ncc(-c3cccc(C(F)(F)F)c3)[nH]2)cc1 (centres undefined)
4.4	CCCCC[C@@H](C)N1C[C@@H](COCc2ccccc2)Oc2cc(N3CC[C@@H](N(C)C)C3)ccc2S1(=O)=O
2.1	Nc1ncnc2c1ncn2[C@@H]1O[C@H](C(=O)N[C@@H](CCc2ccccc2)C(=O)N2CCN(CC(=O)N3CCCC3)CC2)[C@@H](O)[C@H]1O
0.3	O=C(Nc1ccccc1)c1cc(C2CCCCN2C(=O)CCCc2ccccc2)on1 (centres undefined)
2.4	OC[C@@H]1CN(CCN2CCOCC2)C[C@H](n2cnc3c(NC4CCCC4)ncnc32)O1
1.3	Cc1cc(NCCc2c[nH]c3ccccc23)ccc1Oc1cccnc1
-0.1	CCCN(CC1CC1)c1cc2c(c3c1ccn3C)C1CCC2O1 (centres undefined)
1.8	COc1ccc(C(=O)c2[nH]c(N)c(C(=O)NCCc3c[nH]c4ccccc34)c2-c2ccc(OC)c(OC)c2)cc1
3.4	CC(C)NC(=O)C1(C)CN(S(C)(=O)=O)CC(=O)N1CCOc1ccccc1 (centres undefined)

More structures follow.
phage Ecoli inh	Structure
-2.5	Cc1ccccc1-c1ccc2c(c1)[C@@H]1C[C@H](N(C)CC3CCCCC3)[C@H]([C@H](C)O)CN1CC2
3.2	COC(=O)N1C[C@H](Oc2cccc3ccccc23)[C@H]2C[C@@H]1c1ccccc1O2
1.1	CC(C)c1ccc(C2OC(CCc3ccccc3)Cc3[nH]c(=S)[nH]c(=O)c32)cc1 (centres undefined)
1.5	CC(C)(C)OC(=O)NCc1ccc(NC(=O)c2nc[nH]c2C(=O)Nc2cc(Br)ccc2F)cc1
2.7	COC(=O)[C@]12CCCCC=C1N(Cc1ccc3c(c1)OCO3)C(=O)[C@H](CC(=O)N1CCOCC1)C2
1.0	O=C(OCc1ccccc1)c1c(-c2ccccc2)oc2c1C(OCCO)CCC2 (centres undefined)
1.0	CCCC(=O)N1CCCC(c2cc(C(=O)NCc3ccccc3)no2)C1 (centres undefined)
1.2	Cc1ccc(NC(=O)C2(C)CCN2Cc2ccccc2OC(F)F)cc1 (centres undefined)
-0.1	CC(=O)OC[C@H]1O[C@H](C#Cc2ccc(C(C)(C)C)cc2)C=C[C@H]1OC(=O)Nc1ccccc1
-0.2	CC(C)CC(N)c1csc(Nc2ccc(S(C)(=O)=O)cc2)n1 (centres undefined)

Reprinted at random: 6 records from the list, in no set order.
phage Ecoli inh	Structure
2.4	COC(=O)[C@]12C[C@H](CC(=O)N3CCN(C(=O)C4CC4)CC3)C(=O)N(Cc3ccccc3)C1=C[C@H](C(C)C)O[C@@H]2C1CC1
1.1	CC(C)c1ccc(C2OC(CCc3ccccc3)Cc3[nH]c(=S)[nH]c(=O)c32)cc1 (centres undefined)
0.5	Cn1ccc2c(N3c4ccccc4CCc4ccccc43)cc3c(c21)C1CCC3O1 (centres undefined)
3.0	COc1cccc(C(O)c2nc(-c3ccncc3)cs2)c1 (centres undefined)
3.4	CC(C)NC(=O)C1(C)CN(S(C)(=O)=O)CC(=O)N1CCOc1ccccc1 (centres undefined)
-2.5	O=C(NC1CCCC1)[C@@H]1CCCN1C(=O)[C@@H](NS(=O)(=O)c1ccc(F)cc1F)c1ccccc1

The results go on.
phage Ecoli inh	Structure
-0.5	COc1ccccc1NC(=O)Nc1nc(C(N)CCc2ccccc2)cs1 (centres undefined)
2.0	O=C(NC1CCCCC1)C(c1ccnc2ccccc12)n1c(=O)c(-c2ccccc2)nc2ccccc21 (centres undefined)
3.2	O=C(NCc1ccccc1)C(c1cccc2ccccc12)n1c(=O)c(-c2ccco2)nc2ccccc21 (centres undefined)
1.1	COCCCNC(=O)[C@@H](Cc1ccccc1)NC(=O)[C@H]1O[C@@H](n2ccc(=O)[nH]c2=O)[C@H](O)[C@@H]1O
1.3	CCCS(=O)(=O)NC(=O)C1(C)CCN(C(=O)Cc2ccc(OC)c(OC)c2)C1 (centres undefined)
1.0	Cn1cc(Cc2ccc(C(=O)N3CCOCC3)cn2)c2ccccc21
0.0	CC(C)NC(=O)C1(C)CN(S(C)(=O)=O)CC(=O)N1CCc1ccc(O)cc1 (centres undefined)
3.4	COC(=O)N1CCCCC1c1cc(C(=O)NCc2cccnc2)no1 (centres undefined)
1.8	O=C(NCc1cccnc1)c1ccc2sc([C@@H]3O[C@H](CO)[C@H](O)[C@H](O)[C@H]3O)nc2c1
3.4	Cc1nc(NC(=O)C(C)(C)C)sc1C(=O)Cn1cc(-c2ccc(C(C)(C)C)cc2)nn1

Some values from the list:
phage Ecoli inh result of COCCCNC(=O)[C@@H](Cc1ccccc1)NC(=O)[C@H]1O[C@@H](n2ccc(=O)[nH]c2=O)[C@H](O)[C@@H]1O reads 1.1
phage Ecoli inh result of CCCS(=O)(=O)NC(=O)C1(C)CCN(C(=O)Cc2ccc(OC)c(OC)c2)C1 (centres undefined) reads 1.3
phage Ecoli inh result of O=C(NC1CCCCC1)C(c1ccnc2ccccc12)n1c(=O)c(-c2ccccc2)nc2ccccc21 (centres undefined) reads 2.0
phage Ecoli inh result of COC(=O)N1CCCCC1c1cc(C(=O)NCc2cccnc2)no1 (centres undefined) reads 3.4

Next compounds
phage Ecoli inh	Structure
0.3	CCCCOCCCNC(=O)C[C@@H]1C[C@@]2(C(=O)OC)CC(C)(C)CC=C2N(Cc2ccc3c(c2)OCO3)C1=O
1.8	CC(O)(c1ccc(F)c(F)c1)c1nc(-c2cnc3ccccc3c2)cs1 (centres undefined)
-1.0	O=c1[nH]c(=S)[nH]c2c1C(c1ccc(F)cc1)OC(CCC(F)(F)F)C2 (centres undefined)
4.9	COC(=O)C1=C(C)N(C)C(=NCc2ccccc2C(F)(F)F)NC1CCc1ccccc1 (centres undefined)
-0.6	CCCCCNC(=O)C(c1ccncc1)n1c(=O)c(-c2ccco2)nc2ccccc21 (centres undefined)
-0.2	O=C1NC[C@@H](CCCCN2C[C@H](Cc3ccc(O)cc3)N(CCc3ccccc3)C(=O)C2=O)N(CCc2ccc(O)cc2)C1=O
-2.0	O=S1(=O)C[C@H](N2CCN(CC3CC3)CC2)[C@@H](COCc2ccccc2)N1
2.6	S=C(NC1CCCCC1)N1CCC(C2C=NC=N2)CC1 (centres undefined)
3.9	Cc1ccc(-c2cnc(C(O)c3ccc(Cl)cc3C)[nH]2)cc1 (centres undefined)
2.9	O=C(Nc1ccc2c(c1)OCCO2)c1[nH]c(C(F)(F)F)nc1-c1ccccc1

Following part
phage Ecoli inh	Structure
2.2	CC12CCC3c4ccc(OCCCO)c([N+](=O)[O-])c4CCC3C1CCC2=O (centres undefined)
0.8	COc1ccc(CN2C[C@@]3(O)CC[C@@H](O)[C@@H](OC)[C@@H]3[C@@]2(C)[C@H](O)CC=C(C)C)cc1
3.8	Cn1c(=O)c2cc(NC(=S)NC3CCCCC3)ccc2n1-c1ccccc1
3.4	CCCNC(=O)c1cc(C2CCCCN2S(=O)(=O)c2ccc(C#N)cc2)on1 (centres undefined)
1.1	COc1cccc(C(O)c2nc(-c3ccc(N(C)C)cc3)cs2)c1 (centres undefined)
3.7	Cc1ccc(F)c(S(=O)(=O)NC(=O)C2(C)CCN2C(=O)c2cccc3ccccc23)c1 (centres undefined)
0.5	CC(C)NC(=O)C1(C)CCN1Cc1ccc(-c2ccccc2)cc1 (centres undefined)
0.2	CC1(C(=O)NS(=O)(=O)c2ccccc2)CCN1C(=O)CC1CCCCC1 (centres undefined)
1.0	Cc1cc(C)c(CN2CCN(C(=O)CC[C@H]3O[C@@H](n4ccc(=O)[nH]c4=O)[C@H](O)[C@@H]3O)CC2)c(C)c1
3.1	CCOC(=O)C1=CCC(c2ccccc2)N(S(C)(=O)=O)C1 (centres undefined)

Next part
phage Ecoli inh	Structure
2.5	CCN(C)C1CN(Cc2cn(Cc3ccc(Cl)cc3)nn2)S(=O)(=O)C1 (centres undefined)
2.5	CNc1nc(-c2cccc(C(=O)N(C)C)c2)cn2ccnc12
4.5	CN(C(=O)c1cn(C)c2ccccc12)c1ccc(Oc2cccnc2)cc1
5.5	COC(=O)C1=C(C)N(Cc2ccc(C(F)(F)F)cc2)C(=NCc2ccccc2)NC1c1cccc(F)c1 (centres undefined)
2.2	CCn1cc(CCC(=O)Nc2ccc(Oc3cccnc3)cc2)c2ccccc21
2.4	O=C(Nc1ccc2c(c1)OCO2)C1Cc2c(-c3ccc(Cl)cc3)ccnc2O1 (centres undefined)

The list is partial; rates above refer to the full screens.
